Assay outcomes: PubChem BioAssay, National Center for Advancing Translational Sciences (NCATS)
GLA spleen mod – inhibitors or activators of human alpha-galactosidase in spleen homogenate. Potency, µM (top dose mostly 80 µM), inactives show top-dose activity change, negative = inhibition, actives largely listed as inhibitors. P06280. actives 0.008% (n = 240,000). human spleen homogenate, 4MU-alpha-Gal fluorescence, 40 min. AID 2107;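 also: potency is read from the fitted curve at half-maximal effect; 0% = enzyme with vehicle and -100% = no enzyme basal signal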
Target sequence (P06280 32-429 limits assumed): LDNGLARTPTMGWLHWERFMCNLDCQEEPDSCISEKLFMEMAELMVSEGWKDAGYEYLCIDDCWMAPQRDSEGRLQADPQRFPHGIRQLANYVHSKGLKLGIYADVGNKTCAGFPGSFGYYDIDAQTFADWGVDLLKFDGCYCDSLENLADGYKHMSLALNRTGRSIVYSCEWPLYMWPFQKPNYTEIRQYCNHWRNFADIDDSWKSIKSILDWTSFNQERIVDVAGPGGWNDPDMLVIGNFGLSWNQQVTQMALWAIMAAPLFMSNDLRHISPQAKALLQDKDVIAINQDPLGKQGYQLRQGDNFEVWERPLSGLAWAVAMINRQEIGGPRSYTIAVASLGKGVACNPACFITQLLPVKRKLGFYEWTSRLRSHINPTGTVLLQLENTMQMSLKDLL
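Human spleen homogenate (1 ug) was the enzyme source, with 4-methylumbelliferyl-alpha-D-galactopyranoside (1 mM final) in pH 5.0 citrate buffer with 0.01% Tween-20. Compounds were titrated; after 40 min at 37C, NaOH/glycine stop, 4-MU fluorescence read; AC50 from Hill fits.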
Tau fluor cs – counter-screen for tau fibril formation inhibitors | actives 0.93% (n = 280,000) | Potency, µM (series often up to 57.7 µM), for the others: at the top dose activity change, negative = decrease | tau K18 P301L (four-repeat tau fragment) Alexa594 fluorescence, heparin fibrillization; also: potency is read from the fitted curve at half-maximal effect; % is scaled to controls: 0 for no effect and ±100 for the full control effect; nearly all actives have a fitted effect of over 55% in size
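Human K18 P301L tau (15 uM unlabeled plus 0.24 uM Alexa 594-labeled, final) in 100 mM sodium acetate pH 7 was mixed with compound and 20 uM heparin and incubated 6 hr at 37 C.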
TR SRC2 fluor cs – Texas Red fluorescence interference in TRb-SRC2 counter-screen; TRb/SRC2 Texas Red total fluorescence interference; AID 1479; Potency, µM (doses to about 106 µM), for the others: top-dose fluorescence change, negative = quenching; actives 0.29% (n = 280,000); active = well fitted curve in either direction with a large enough effect; inconclusive = small, poorly fitted or top-dose-only effect; also: potency is read from the fitted curve at half-maximal effect; % is scaled to controls: 0 for no effect and ±100 for the full control effect
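Flags fluorescent or light-absorbing compounds by total fluorescence, S + 2P, at 555 nm excitation and 632 nm emission. Mixture: 20 nM Texas Red SRC2 peptide, 0.6 uM human TRb LBD, 1 uM T3, 5% DMSO; compound exposure 5 h at ambient temperature.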
Epigenetic derep – epigenetic control regulation, reporter derepression. murine LDR cells, GFP reporter derepression, 30 h. Potency, µM (titrated, usually from 53.9 µM), without a hit: at the top dose GFP activation, actives largely listed as activators. actives 0.2% (n = 280,000). AID 1865; also: potency is read from the fitted curve at half-maximal effect; % of control where 0% means no effect; nearly all actives have a fitted effect of over 60% in size
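GFP-positive cell count by laser-scanning cytometry (objects 20–120 um) after 30 h, 37 C compound exposure of murine LDR cells; reporter is CMV-GFP integrated at a silenced locus, inducible by HDAC or DNMT inhibitors.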
CBFb-RUNX1 inh – inhibitors of human CBF-beta and RUNX1 interaction; Q01196+Q13951; AlphaScreen CBFb-His/RUNX1-biotin binding, biochemical; Potency, µM (titrated, usually from 59.8 µM), for inactives: top-dose activity, negative = inhibition, usual class: inhibitors; 230,000 tested, under 10 active; AID 1477; also: % of control where 0% means no effect
Target sequence (Q01196 whole entry, looked up): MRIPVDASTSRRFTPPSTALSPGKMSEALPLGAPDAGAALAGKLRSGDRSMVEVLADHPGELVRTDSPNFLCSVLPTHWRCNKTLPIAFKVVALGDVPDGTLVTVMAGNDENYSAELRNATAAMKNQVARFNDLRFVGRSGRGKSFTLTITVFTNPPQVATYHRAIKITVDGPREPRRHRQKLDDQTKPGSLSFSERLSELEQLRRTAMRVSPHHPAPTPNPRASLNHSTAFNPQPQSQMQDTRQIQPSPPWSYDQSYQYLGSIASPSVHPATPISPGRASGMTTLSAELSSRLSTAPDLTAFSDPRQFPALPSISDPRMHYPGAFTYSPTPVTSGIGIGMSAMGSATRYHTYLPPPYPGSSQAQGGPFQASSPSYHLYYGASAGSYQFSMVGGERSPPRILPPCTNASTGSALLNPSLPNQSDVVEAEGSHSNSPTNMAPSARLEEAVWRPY
Target sequence (Q13951 whole entry, looked up): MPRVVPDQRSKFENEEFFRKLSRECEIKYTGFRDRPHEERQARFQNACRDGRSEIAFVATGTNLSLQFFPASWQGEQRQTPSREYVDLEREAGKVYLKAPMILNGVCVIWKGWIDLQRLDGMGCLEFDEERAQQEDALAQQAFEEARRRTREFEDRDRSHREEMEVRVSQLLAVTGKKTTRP
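Read-out: AlphaScreen. Format: His-CBF-beta with biotinylated RUNX1 (30 nM each) preincubated 20 min, compound 15 min, Ni-chelate plus streptavidin beads 90 min; room temperature throughout.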
Tau FP inhib – blocks human tau fibril formation measured by polarization | P10636 | actives 0.39% (n = 280,000) | Potency, µM (top dose mostly 57.7 µM), for the others: at the top dose activity, negative = inhibition, most hits filed as inhibitors | K18 P301L tau heparin fibrillization, Alexa594 FP, 6 h | AID 1468; also: potency is read from the fitted curve at half-maximal effect; % is scaled to controls: 0 for no effect and ±100 for the full control effect; nearly all actives have a fitted effect of over 55% in size
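Steps: dispense K18 P301L tau (15 uM plus 0.24 uM Alexa 594 tracer, final) in pH 7 sodium acetate; add compound; add heparin (20 uM final); incubate 6 hr, 37 C; add ThT (30 uM final); after 1 hr ambient, read FP.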
TRb SRC2 PPI – inhibitors of human thyroid hormone receptor beta-SRC2 interaction; TRbeta-SRC2 peptide binding, fluorescence polarization; receptor liganded with 1 µM T3; actives 0.065% (n = 280,000); Potency, µM (titrated, usually from 106 µM), for the others: at the top dose activity change, negative = inhibition, usual class: inhibitors; P10828; AID 1469;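 also: potency is read from the fitted curve at half-maximal effect; plate controls were bound peptide for no effect and peptide without receptor for full effect; nearly all actives have a fitted effect of over 50% in size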
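Compounds were added to 0.6 uM TRb ligand-binding domain and 20 nM Texas Red-labeled SRC2 peptide in Tris buffer containing 1 uM T3, incubated 5 hr at ambient temperature, then read by fluorescence polarization.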
NPSR antagonist – blocks cAMP signaling of the human neuropeptide S receptor. Q6W5P4. Potency, µM (top dose mostly 38.3 µM), without a hit: top-dose activity change, negative = inhibition, most hits filed as inhibitors. CHO-NPSR cells, cAMP TR-FRET, antagonist mode. actives 1% (n = 220,000); also: potency is read from the fitted curve at half-maximal effect; % is scaled to controls: 0 for no effect and ±100 for the full control effect; nearly all actives have a fitted effect of over 50% in size; many of its hits are not listed in these tables
Starred values were filed as active, the others as inactive; ? = inconclusive; nt = not tested or not shown; & = joins results of further samples; [ ] = dose if it differs, or a comment. Unless noted, calls follow the shape of the dose curve; as a rule, active = well fitted curve in the direction sought with a large enough effect; inconclusive = small, poorly fitted or top-dose-only effect, or another doubt; inactive = no such curve, though single readings can be large; an effect the other way counts as inactive or inconclusive. This is a subset (hit frequency here may not be typical).

SMILES | GLA spleen mod | Tau fluor cs | TR SRC2 fluor cs | Epigenetic derep | CBFb-RUNX1 inh | Tau FP inhib | TRb SRC2 PPI | NPSR antagonist
CCOC(=O)c1c(NC(=O)CSc2nnc(CNC(=O)c3ccco3)n2C)sc2c1CCC2 | -10% | -2% | 0% | -1.2% | -5% | 8% | -3% | -19%[46.1 µM]
Cc1c(O)c(=O)n(-c2ccccc2)n1C | 24%[29.1 µM] | nt | -6%[53 µM] | -0.3%[16.9 µM] | 6%[21.7 µM] | nt | -2%[53 µM] | nt
Cn1c(=O)oc2cc(S(=O)(=O)N3CCCC(C(=O)NCC4COc5ccccc5O4)C3)ccc21 (stereo unspecified) | -1% | 10% | 1% | 0.0% | 6% | 1% | -11% | -4%[46.1 µM]
COC(=O)c1ccc(OCC(=O)c2cccc(OC)c2)cc1 | 2% | 15% | 0%[53 µM] | -1.3% | 5% | 4% | 3%[53 µM] | -3%
CCSCCNC(=O)c1cc(-n2cnnc2)ccc1Cl | 7% | 3% | -3% | 5.3% | 2% | 6% | 6% | 11%[46.1 µM]
CC(=O)Nc1ccc(OCC(O)Cn2c(C)nc3ccccc32)cc1 (stereo unspecified) | -1% | -8% | 1% | 7.7% | -1% | 1% | 11% | 3%[46.1 µM]
S=c1[nH]nc(CSCCOc2ccc(Cl)cc2Cl)o1 | 0% | -7% | 1% | 2.2% | 12% | -1% | -7% | 37%
CCCn1c(Cc2ccccc2)n[nH]c1=S | 8% | 8% | -3% | 1.0% | 0% | 1% | -1% | 2%[46.1 µM]
Cc1ccc(S(=O)(=O)NCCSc2nnnn2-c2ccccc2)cc1 | 4% | -21%&-16% | 1%&2% | -1.1%&1.0% | 2% | -1%&-7% | 1%&-3% | -20%
COc1ccc(-c2onc(C)c2C)cc1S(=O)(=O)NCc1ccc(Br)cc1 | nt | -25% | 1% | -1.2% | nt | 0% | 3% | nt
Cc1cccc(N(C(=O)c2snc(C(N)=O)c2N)C(C(=O)NCC2CCCO2)c2cccs2)c1 (stereo unspecified) | 12% | -21% | -3% | 0.0% | 9% | -4% | 5% | 25%
Cc1noc(C)c1Cc1c(Cl)cccc1Cl | 3% | -2% | 0% | 0.0% | 5% | 0% | -2% | -8%[46.1 µM]
COC(=O)c1c(NC(=O)c2ccc(S(=O)(=O)N3CCC(C)CC3)cc2)sc2c1CCN(C)C2 | nt | -11% | 2% | ? | nt | -14% | 7% | nt
Cc1cc(C)c(C)c(S(=O)(=O)NCC(=O)Nc2sc3c(c2C(N)=O)CCCC3)c1C | -1% | -18% | -1% | 0.8% | 0% | -9% | -2% | -12%[46.1 µM]
NC(=O)/C(=C\c1ccccc1)NC(=O)/C=C/c1ccccc1 | 1% | 0% | -2%[53 µM] | 0.3% | -4% | -4% | 6%[53 µM] | 9%

Four records picked at random from those above, as already listed:
SMILES | GLA spleen mod | Tau fluor cs | TR SRC2 fluor cs | Epigenetic derep | CBFb-RUNX1 inh | Tau FP inhib | TRb SRC2 PPI | NPSR antagonist
Cc1noc(C)c1Cc1c(Cl)cccc1Cl | 3% | -2% | 0% | 0.0% | 5% | 0% | -2% | -8%[46.1 µM]
COc1ccc(-c2onc(C)c2C)cc1S(=O)(=O)NCc1ccc(Br)cc1 | nt | -25% | 1% | -1.2% | nt | 0% | 3% | nt
CCCn1c(Cc2ccccc2)n[nH]c1=S | 8% | 8% | -3% | 1.0% | 0% | 1% | -1% | 2%[46.1 µM]
Cc1cccc(N(C(=O)c2snc(C(N)=O)c2N)C(C(=O)NCC2CCCO2)c2cccs2)c1 (stereo unspecified) | 12% | -21% | -3% | 0.0% | 9% | -4% | 5% | 25%

Other entries follow.
SMILES | GLA spleen mod | Tau fluor cs | TR SRC2 fluor cs | Epigenetic derep | CBFb-RUNX1 inh | Tau FP inhib | TRb SRC2 PPI | NPSR antagonist
CC1(C)CC(=O)C=C(NNC(=O)c2ccccc2)C1 | 1% | 9% | -1% | 1.1% | 3% | 7% | 6% | 12%
CCOCCCNC(=O)c1ccc(-n2c(=S)[nH]c3ccccc3c2=O)cc1 | -4% | -1% | 1% | -0.5% | -13% | 5% | -2% | -8%
CCC(NS(=O)(=O)c1ccc(C)cc1)C(=O)N1CCC2(O)CCCCC2C1 (stereo unspecified) | 6% | 5% | 1% | -1.1% | 3% | -3% | -5% | -4%[46.1 µM]
COc1cccc(C(=O)OCC(=O)Nc2ccccc2N2CCOCC2)c1 | 0% | -10% | 1% | 2.1% | -1% | 0% | 1% | -27%[46.1 µM]
CSC1=NC(C)(C)C=C(/C=C/c2ccc(Cl)cc2Cl)N1 | 4% | -22% | 1% | ? | 11% | -3% | 0% | -60%
COc1cccc(CNC(=O)CCn2cccn2)c1 | nt | 7% | -1% | 0.0% | nt | 0% | -8% | nt
CCOC(=O)c1nnc(-c2ccc(C)cc2)nc1Sc1ccc(Cl)cc1 | 0% | -3% | 2% | 2.3% | 23% | -2% | -18% | -9%[46.1 µM]
Cc1cccc(-c2noc(CCC(=O)NCC3CCCO3)n2)c1 (stereo unspecified) | 2% | -4% | 0% | 1.0% | 2% | 3% | -9% | -1%[46.1 µM]
COc1ccccc1/C=C/C=N/NC(=O)c1ccncc1 | 0% | -8% | 3% | 0.0% | -3% | -5% | 1% | -20%
CCCn1nnnc1NC(=O)COc1ccc(CC)cc1 | 5% | 4% | 0%[53 µM] | -1.3% | ? | -1% | 0%[53 µM] | 5%
Cc1ccc(C(=O)OCC(=O)NC(=O)c2cccn2C)cc1 | -11% | -10% | -2% | -0.2% | 1% | -5% | -2% | -1%[46.1 µM]
CS(=O)(=O)N1CCN(C(=O)c2ccncc2)CC1 | -9% | 1% | -1% | -1.0% | 0% | 8% | -11% | 7%[46.1 µM]
CNS(=O)(=O)c1ccc(NC(=O)C2c3ccccc3Oc3ccccc32)cc1 | -6% | 1% | -2% | 3.8% | 3% | -14% | 0% | -11%
O=C(O)c1ccc(NC(=O)c2cn(-c3ccccc3)nc2-c2ccccc2)cc1 | 6% | -14% | -3% | -0.2% | 5% | -8% | 11% | -27%
Cc1ccc(C)c(NC(=O)c2cnn(-c3ccc(F)cc3F)c2C2CCNCC2)c1 | nt | -5% | ? | -1.6% | nt | 1% | 0% | nt
CC1CCN(C(=O)Oc2ccccc2)CC1 | -14% | -5% | -1% | -4.3% | 5% | 4% | 2% | 10%
CC1(OC(=O)C2CCCC2)C(=O)C=C2C=C(C3CC3)OC=C2C1=O (stereo unspecified) | 2% | -11% | 6% | -1.1% | -13% | 3% | 5% | nt
COc1ccc(N2CCN(C(=O)c3ccc(Br)cc3)CC2)c([N+](=O)[O-])c1 | -3% | ? | 1% | -1.0% | -15% | 3% | -1% | -38%
Cc1cc(Oc2ccccc2)nc2ccc(O)cc12 | 7% | -25% | 0% | 2.1% | 6% | -1% | -10% | -16%[46.1 µM]
Cc1ccc(Nc2c3c(nc4ccccc24)CCC3)cc1 | 5% | -9% | 0% | 0.0% | -5% | 4% | 3% | ?
Cc1nc([N+](=O)[O-])cn1CC(=O)c1ccccc1 | -1% | 9% | -1% | 5.2% | 1% | 3% | -4% | 13%
CCCNc1nc(C)cc(-c2cc(C(=O)NC3CCCC3)on2)n1 | -1% | 15% | 1% | 1.3% | 12% | 0% | 1% | -11%
CCOC(=O)c1c(C)[nH]c(C(=O)CN2C(=O)NC(C)(c3ccc(C)cc3)C2=O)c1C (stereo unspecified) | ? | -11% | -4% | -3.0% | -9% | ? | -7% | -26%[46.1 µM]
CC(=O)Nc1ccc(NC(=O)Cn2c(=O)ccc3cc(S(=O)(=O)N4CCC(C)CC4)ccc32)cc1 | nt | -11% | 5% | 2.8% | nt | -9% | -2% | nt
CCCCCCCCCSc1n[nH]c(N)n1 | 1% | -11% | 1% | 0.8% | 3% | 8% | 1% | 1%[46.1 µM]
CCC(C)c1ccc(Nc2ncccc2C#N)cc1 (stereo unspecified) | -1% | -10% | 1% | -2.2% | 16% | 6% | -6% | -15%[46.1 µM]
COc1ccc(Nc2nnc(SCc3cc([N+](=O)[O-])cc4c3OCOC4)s2)cc1 | -6% | 2% | 1% | -1.5% | -4% | -3% | -31% | -30%[46.1 µM]
COC(=O)c1cc(S(=O)(=O)N2CCN(c3cccc(C)c3)C(C)C2)cn1C (stereo unspecified) | nt | -18% | -2% | -1.7% | nt | ? | -2% | nt
COC(=O)C1=C(C)N(C)C(=O)/C1=C\c1cccs1 | 2% | -13% | -2% | -0.2% | 10% | -2% | -1% | -20%[46.1 µM]
COc1ccccc1OCC(=O)NCCCn1ccnc1 | -7% | -8% | -1% | 0.2% | -4% | -11% | 0% | -15%
CN1CCN(C(=O)CCN2C(=O)S/C(=C/c3ccc(Cl)cc3)C2=O)CC1 | 7% | 1% | -1% | 2.7% | 1% | 10% | -9% | 15%
O=C(Nc1ccc2nc(-c3cccnc3)[nH]c2c1)c1ccco1 | 2% | -8% | -4% | 0.0% | -8% | 1% | 2% | -2%
O=C(NCCc1cccc(F)c1)/C(=C/c1cccnc1)NC(=O)c1ccccc1 | 2% | -4% | -1% | -1.0% | -1% | 9% | 6% | 6%
Cc1cc(C)c(-c2c(O)c3c(n(C)c2=O)CC(C)(C)CC3=O)c(C)c1 | -5% | -5% | 0% | 1.1% | 6% | -2% | 3% | -2%
OC(COc1ccc(OCc2ccccc2)cc1)CN1CCOCC1 (stereo unspecified) | 2% | -6% | 3% | 0.0% | -4% | 7% | -24% | 0%[46.1 µM]
